dFosB activator = activators of delta FosB homodimer, primary screen, biochemical, fluorescence polarization, TAMRA-CDK5 oligo, single point. AID 493131, 2011. Protein FosB (Mus musculus), P13346. actives 0.99% (n = 340,000). activation, % at 25 µM. purified delta FosB; percent of positive-control signal above neutral wells;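 active means mean activation above about 17%, with every replicate also reaching it, limit read from the data, passing the limit was not always enough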;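 further: fluorescence polarization rise as delta FosB binds a TAMRA Cdk5 AP-1 oligo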
SUMO Mot1 rescue = yeast Mot1-301 growth rescue at high temperature, primary screen, SUMOylation pathway inhibitor project, S. cerevisiae, ATP luminescence, 38.5C; growth rescue, % at 18.8 µM; actives 1% (n = 320,000); S. cerevisiae Mot1-301 growth rescue; percent above DMSO median, 100 means doubled; AID 2716, 2010;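 active means every valid replicate shows activation above 250% relative to neutral control wells; inactive means the rest, any valid replicate at or below 250%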;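 further: OY570 slx delta 5 strain wells were the positive control but not used for scaling; some compounds called inactive have numbers as strong as hits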
Rtt109 Vps75 = inhibitors of C. albicans Rtt109/Vps75 HAT, primary screen, biochemical, ThioGlo CoA-SH fluorescence, plate reader; inhibition, % at 34.9 µM; purified Rtt109/Vps75, 4 h; Histone acetyltransferase RTT109 (Candida albicans (strain SC5314 / ATCC MYA-2876)), …; AID 540336, 2011; actives 0.16% (n = 330,000);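 active means inhibition of at least 50% in every replicate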
Target sequence (Q5AAJ8 whole entry, looked up): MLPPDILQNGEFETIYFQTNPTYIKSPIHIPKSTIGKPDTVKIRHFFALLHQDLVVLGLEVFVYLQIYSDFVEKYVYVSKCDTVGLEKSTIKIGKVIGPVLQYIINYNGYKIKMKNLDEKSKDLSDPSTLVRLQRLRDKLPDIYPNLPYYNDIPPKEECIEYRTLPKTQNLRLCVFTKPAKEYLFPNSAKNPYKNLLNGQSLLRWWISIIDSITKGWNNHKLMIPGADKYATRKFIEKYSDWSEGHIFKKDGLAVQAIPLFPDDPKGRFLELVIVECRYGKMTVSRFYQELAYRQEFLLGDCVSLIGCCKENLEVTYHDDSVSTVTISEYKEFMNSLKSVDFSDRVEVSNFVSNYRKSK
LANA DNA inh = inhibitors of KSHV C-LANA binding to DNA, primary screen, biochemical, fluorescence polarization, FAM-LBS DNA, MBP-C-LANA, single point. Kaposi's sarcoma herpesvirus LANA C-terminal domain (residues 932-1162) DNA binding. inhibition, % at 9 µM. actives 0.078% (n = 340,000);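 active means highest replicate inhibition at or above 60% at 9 µM, even if other replicates fall short; inactive means all replicates below 60% inhibition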;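 further: 0% = neutral control wells and 100% = 4 µM acridine orange control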
Cardiac RTF inh = cardiac RTF calcium sensitivity inhibitors, primary screen, biochemical, IANBD-TnC fluorescence, EC70 calcium; Troponin I, cardiac muscle (Homo sapiens) + Troponin T, cardiac muscle (Homo sapiens) + …; IANBD-labeled cardiac RTF, Ca2+ fluorescence; inhibition, % at 7.15 µM; actives 0.12% (n = 340,000); AID 493244, 2011;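 active means inhibition above the mean inhibition of all tested compounds plus 3 SD, cut at about 17% in these data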;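 further: assay run at fixed EC70 calcium of 1.6 mM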
RTF Ca sens act = cardiac RTF calcium sensitivity activators, primary screen, biochemical, IANBD-TnC fluorescence, EC20 calcium | IANBD-labeled TnC RTF fluorescence at EC20 calcium; 0% EC20 calcium, 100% full calcium | actives 0.24% (n = 340,000) | activation, % at 7.2 µM | Troponin I, cardiac muscle (Homo sapiens) + Troponin T, cardiac muscle (Homo sapiens) + … | AID 493008, 2010;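 active means activation above the mean over all tested compounds plus 3 SD, cut at about 30% in these data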;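 further: rise in fluorescence read as greater calcium sensitivity of cardiac thin filaments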
PvdQ inh = P. aeruginosa PvdQ acylase inhibitors, primary screen, biochemical, fluorescence, plate reader and imaging, single point; inhibition, % at 10 µM; PvdQ acylase [Pseudomonas aeruginosa LESB58]; purified PvdQ acylase; actives 0.063% (n = 340,000); in the data active means inhibition above about 30%, passing the limit was not always enough;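 further: 0% = vehicle neutral wells and 100% = reference inhibitor wells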
CDK5 inh = inhibitors of human CDK5/p35 kinase, primary screen, biochemical, single concentration; Cyclin-dependent kinase 5 (Homo sapiens) + Cyclin-dependent kinase 5 activator 1 (Homo …; Recombinant CDK5/p35, ADP-Glo luminescence, 60 min; inhibition, % at 10 µM; actives 0.01% (n = 330,000);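 active means highest replicate inhibition of at least 50% and at least 75% of replicates reaching 50%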;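 further: plate controls were DMSO neutral control for no effect and GW8510 at 10 µM for full effect; many of its hits are not listed in these tables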
PfHsp90 yeast 2 = growth inhibition of PfHsp90-expressing yeast, primary screen, antimalarial PfHsp90 inhibitor project, S. cerevisiae, BacTiter-Glo luminescence, single point, set 2; inhibition, % at 9.4 µM; BacTiter-Glo ATP, 48 h; yeast lacking PDR1 and PDR3 efflux regulators; AID 504621, 2011; actives 0.32% (n = 310,000);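 active means every replicate shows inhibition above about 80%, whatever the replicate mean, limit read from the data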;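 further: 0% = DMSO neutral controls and 100% = 20 µM radicicol positive controls; yeast relying on Plasmodium falciparum Hsp90 in place of its own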
Keap1 Nrf2 FP = Keap1-Nrf2 protein-protein interaction inhibitors, primary screen, biochemical, fluorescence polarization, single point. Keap1 Kelch-Nrf2 peptide fluorescence polarization, 1536-well. actives 0.15% (n = 340,000). Kelch-like ECH-associated protein 1 (Homo sapiens), Q14145. inhibition, % at 9.4 µM; in the data active means inhibition above about 12%;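 further: human Keap1 Kelch domain with fluorescein labeled Nrf2 9mer peptide probe; 0% = neutral control wells and 100% = peptide positive control; higher means more block of Keap1 binding to Nrf2 peptide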
Target sequence (Q14145 whole entry, looked up, the tested form may be a part): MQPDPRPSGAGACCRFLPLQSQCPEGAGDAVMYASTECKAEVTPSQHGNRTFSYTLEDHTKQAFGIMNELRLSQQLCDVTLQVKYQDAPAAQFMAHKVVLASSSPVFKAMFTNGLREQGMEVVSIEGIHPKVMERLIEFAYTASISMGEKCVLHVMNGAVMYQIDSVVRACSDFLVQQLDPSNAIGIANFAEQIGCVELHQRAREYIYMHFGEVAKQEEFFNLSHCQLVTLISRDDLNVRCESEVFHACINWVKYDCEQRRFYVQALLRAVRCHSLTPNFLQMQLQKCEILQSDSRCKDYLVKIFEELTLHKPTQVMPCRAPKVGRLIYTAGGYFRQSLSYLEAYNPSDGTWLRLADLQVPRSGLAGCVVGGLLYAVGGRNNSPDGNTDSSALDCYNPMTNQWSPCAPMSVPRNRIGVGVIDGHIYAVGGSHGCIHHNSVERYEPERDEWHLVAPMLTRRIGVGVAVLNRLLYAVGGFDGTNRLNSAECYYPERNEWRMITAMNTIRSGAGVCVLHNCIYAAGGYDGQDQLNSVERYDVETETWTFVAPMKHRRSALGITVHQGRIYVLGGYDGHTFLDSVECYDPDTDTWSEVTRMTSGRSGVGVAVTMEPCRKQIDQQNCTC
NSD2 HMT inh = NSD2 histone methyltransferase inhibitors, primary screen, biochemical, AlphaScreen, single concentration, set 2; NSD2 peptide methylation, 120 min; actives 0.54% (n = 310,000); inhibition, % at 12.5 µM; AID 743445, 2014; in the data active means inhibition above about 50%
* marks the source's active call; other numbers are inactive results; · = not tested or not shown. Outcome played no part in choosing rows (roughly 3.2% active in at least one column).

SMILES	dFosB activator	SUMO Mot1 rescue	Rtt109 Vps75	LANA DNA inh	Cardiac RTF inh	RTF Ca sens act	PvdQ inh	CDK5 inh	PfHsp90 yeast 2	Keap1 Nrf2 FP	NSD2 HMT inh
CN(C)S(=O)(=O)c1ccc(N2CCCC2)c(C(=O)NCC2CCCCC2)c1	0	10	-16	-0.7	5	-2	3	-1.8	16	-2	0
NC(=O)c1ccsc1NC(=O)CS(=O)(=O)c1ccc(Cl)cc1	-3	42	-1	1.1	1	0	-14	-2.1	6	-5	-3
COc1cc(C(=O)NCCOc2ccc(C)c(C)c2)cc(OC)c1OC	-3	-13	-1	1.3	-4	-2	-2	-0.1	4	-3	-1
CN(C)c1ccnc2sc(C(=O)NCc3ccccc3)c(N)c12	-22	26	-26	-0.6	-5	-7	-7	1.2	26	-3	-5
O=C(NC1CCCc2ccccc21)C1CCN(S(=O)(=O)c2cccc(C(F)(F)F)c2)CC1 (configuration not stated)	2	3	-5	-0.8	-3	-6	-5	-0.1	1	1	0
O=C(CSc1nnc(SCc2ccc(Cl)cc2)s1)N/N=C/c1ccc(C(=O)O)cc1	-6	2	-7	3.0	3	1	-15	2.9	-11	2	1
COc1ccc(C(CNC(=O)COc2ccc(-c3ccccc3)cc2)N2CCOCC2)cc1 (configuration not stated)	-21	5	-5	-1.3	-2	-3	-13	0.3	19	-4	0
c1ccc(-c2cc(-c3nn4c(-c5ccco5)nnc4s3)c3ccccc3n2)cc1	-6	·	-12	-2.2	2	-9	3	2.8	5	-4	·
CSc1cccc(NC(=O)CN(c2ccccc2)S(=O)(=O)N(C)C)c1	-7	4	4	-1.3	-7	-4	-1	0.6	-1	-2	-1
O=C(CN1C(=O)COc2ccccc21)NCCC1=CCCCC1	-5	-10	3	-1.6	-8	1	-13	0.6	12	-4	-1
Cc1sc2c(=O)n3c(nc2c1C(=O)NC1CCCCC1)CCCCC3	-5	0	9	-1.8	-4	-1	-3	0.6	16	-2	-1
O=C(CSc1nnc(-c2ccccc2F)o1)NC(=O)Cc1ccccc1	-9	4	-6	2.0	-7	0	-12	-2.6	-5	-3	-3
CC(=O)N/C(=C\c1ccc(C)o1)C(=O)NCc1ccccc1	-5	4	4	2.7	-5	1	2	-0.9	-8	-5	3
Cc1ccccc1Nc1nnc(SCc2cc([N+](=O)[O-])cc3c2OCOC3)s1	0	5	2	0.1	-5	6	-1	-0.7	1	0	-4
Cc1cccc(C(=O)OCC(=O)Nc2sc3c(c2C#N)CCC3)c1	0	-10	-2	-2.8	-1	-1	19	-1.2	28	1	-3
O=C(COc1ccc2c3c(c(=O)oc2c1)CCC3)NCCCN1CCOCC1	-10	10	-1	-0.2	7	-7	-7	0.1	-2	-2	1
C[n+]1cccc(C(=O)O)c1	2	·	2	-1.9	13	-7	-6	0.1	-15	-4	·
c1ccc(-c2nc(N3CCN(c4ccccc4)CC3)nc(-n3ccnc3)n2)cc1	-6	-2	-6	7.1	3	-2	8	-1.3	·	1	1
COC(=O)C1=CO[C@@H](O[C@@H]2O[C@H](CO)[C@@H](O)[C@H](O)[C@H]2O)[C@H]2[C@@H]1C(=O)C[C@@H]2C	-1	17	-17	2.3	-10	0	-7	0.2	-3	-3	·
CCCCOc1ccc(C(=O)NN2CCN(C)CC2)cc1	-1	5	-5	1.8	3	4	-2	-0.7	·	3	0
COc1cc(-c2nnc(SCC(=O)N3c4ccccc4Sc4ccccc43)o2)cc(OC)c1OC	3	·	-7	-0.2	3	-1	-15	-0.4	-1	-1	-4
CCc1nc(N2CCN(CC(=O)NCC3CCCO3)CC2)c(C#N)c2c1COC(C)(C)C2 (configuration not stated)	0	-1	-1	4.6	-4	1	-4	-0.2	1	5	0
C/C=C(\C)CN1CCC(Oc2cccc(C(=O)NCc3ccccn3)c2)CC1	8	-12	-11	-0.9	-11	2	-4	0.2	-2	1	2
O=C1CN(C(=O)CSc2nnc(Nc3ccccc3)s2)c2ccccc2N1	1	-4	6	0.2	7	7	9	-1.9	-13	-1	-1
CC(=NNC(=O)c1cccc(S(=O)(=O)N2CCOCC2)c1)c1ccccc1	-7	17	8	-0.4	5	-1	-26	-3.1	-19	-4	4
CC(C)CNc1nc(=S)nc(N(C)C)[nH]1	-5	95	1	0.5	1	-1	-12	-2.8	·	-8	-6
Cc1cc(=O)oc2cc(OCCCN3C(=O)c4ccccc4C3=O)ccc12	-2	1	-6	-0.4	1	-2	-9	-1.4	8	-3	1
O=S(=O)(c1ccccc1)N1CCN(CC2CC3C=CC2C3)CC1 (configuration not stated)	-6	20	·	0.2	2	-3	-7	-0.7	2	0	-1
CC1(C)N([O-])C(c2cccs2)=C[N+]1=O	5	321	·	0.0	0	0	-11	-0.4	·	2	-7
CCN(CC)CCOc1c(C)cccc1Cl	6	-5	7	0.0	-11	-3	-4	-0.2	2	0	0
COc1ccc(-n2nnnc2SCC(=O)NC(=O)Nc2ccc3c(c2)OCCO3)cc1	7	188	-4	-3.0	-7	4	-21	-0.2	-3	-5	-1
CCCc1cc(=O)oc2cc(C)cc(OCC(=O)NCCCN3CCOCC3)c12	-2	10	0	-0.3	-11	-1	-17	·	13	-4	1
CCC/C(=C1/c2ccccc2C(=O)N1c1ccccc1)c1ccc(O[C@@H]2CCCCO2)cc1	-12	11	0	1.3	-1	3	-12	0.8	0	-4	·
CC(C)C(C)NC(=O)COc1ncnc2ccccc12 (configuration not stated)	-15	-1	4	0.4	2	-4	2	-0.4	-7	-2	1
CC(NC(=O)C(=O)NN=C1CCCCCCCCCCC1)c1ccccc1 (configuration not stated)	-5	1	-3	0.6	-19	-7	-9	0.6	3	0	-7
O=C(Nc1ccc(-n2cccc2)cc1)C1CC1	-8	42	11	1.6	6	-3	8	0.7	0	-8	1
CN(CC1CCOCC1)C(=O)CC1C(=O)NCCN1Cc1ccc(-c2ccccc2)cc1 (configuration not stated)	-5	3	5	-0.5	-9	-7	0	0.1	0	-7	6
Cc1ccc(S(=O)(=O)c2nc(S(C)(=O)=O)sc2N2CCC(O)CC2)cc1	-3	6	-1	0.2	-2	-4	5	0.6	-58	1	-2
N#C/C(=C\c1c(Cl)cccc1Cl)c1nc2ccccc2o1	2	495	2	0.7	-4	-7	12	-0.5	-45	-1	-1
O=[N+]([O-])c1ccc(NCCNCCOc2nonc2-c2ccccc2)c([N+](=O)[O-])c1	-8	-13	-2	-1.1	-9	1	11	0.7	14	2	-1
Cc1ccccc1CN1CCN(Cc2cc3ccccc3o2)CC1CCO (configuration not stated)	-3	19	8	6.1	-2	3	-19	-0.6	-1	-4	2
CCCCSc1nc(C)c(CC(=O)O)c(=O)[nH]1	-1	-6	-6	2.4	4	0	-12	1.4	7	-1	-2
COc1ccccc1NC(=S)N1CCN(Cc2ccccc2)CC1	-8	68	-4	-0.6	1	5	-2	-2.7	25	-6	1
COCCCN1C(=O)c2ccc(C(=O)Nc3ccc(C)cc3C)cc2C1=O	-17	43	-6	1.8	-8	-6	-10	-1.4	5	39*	-2
CCCNC(=O)C(=O)Nc1cc2c3c(c1)CCC(=O)N3CCC2	6	13	-2	-1.0	2	-3	-4	-0.2	9	3	-6
CN(Cc1ccccc1)C(=O)c1ccc(NC(=O)Cc2cccc(NC(=O)C3CCCN(C(=O)C4CCC4)C3)c2)cc1 (configuration not stated)	1	3	5	-1.2	-2	7	0	-2.0	-3	0	·
COc1cccc(NC(=O)c2cccc(N3C(=O)C4C5C=CC(C5)C4C3=O)c2)c1 (configuration not stated)	-5	-15	32	-1.0	-4	-3	-2	-0.9	-15	-11	11
Cc1cc(C)cc(NC(=S)N2CCCC2)c1	-1	-14	-9	-1.2	-5	1	-18	-2.1	20	1	-2
CC(C)(C)c1ccc(NNC(=O)C2CCC2)cc1	2	23	2	-1.6	1	1	-6	-0.7	11	5	·
COC(=O)c1cnn2c(C(F)(F)F)cc(-c3ccco3)nc12	-4	·	-35	1.5	-6	19	-8	-6.4	27	-9	4
CNc1nc(Nc2ccc([N+](=O)[O-])cc2)nc(OCC(F)(F)F)n1	0	4	-4	5.5	-7	3	-12	0.6	-15	3	-2
CN(C)C(=S)N=c1ssc(=S)n1Cc1cccnc1	0	·	-1	-0.6	-9	1	-17	-1.6	-23	-6	-9
CCN(CC)CCCNC(=S)N(Cc1cccnc1)Cc1cc2cccc(C)c2[nH]c1=O	-10	6	7	-1.8	-6	1	7	2.9	4	-4	39
COc1ccc([C@@H]2C[C@@H](c3ccccc3)Oc3cc(OC)cc(OC)c32)cc1	-2	·	-3	7.6	0	-1	-13	-0.7	-6	5	·
CCOCCCNC(=O)c1cc(Cl)c(NC(=O)C2=C(C)OCCS2)cc1OC	-3	3	-7	-0.9	-12	3	-13	0.5	16	-2	-1
Cc1cc(NC(=O)CCC(=O)N(Cc2cccs2)C(C(=O)NC2CCCC2)c2ccccc2)no1 (configuration not stated)	7	38	12	0.6	5	-2	22	-0.4	8	1	0
Cc1cc(C)nc(N2CCCC(C(=O)NCc3ccc4c(c3)OCO4)C2)n1 (configuration not stated)	-3	1	-5	0.5	-3	8	-2	-6.6	0	-6	3
O=C1CCCN1CCCNS(=O)(=O)c1cccc(F)c1	-6	3	0	-0.5	-11	2	-13	1.5	·	0	-3
N/C(=N\OC(=O)COc1ccccc1)c1cccnc1	3	40	1	0.2	5	-4	-5	-0.4	7	2	-2

Looked up by structure from the list above (2):
SMILES	dFosB activator	SUMO Mot1 rescue	Rtt109 Vps75	LANA DNA inh	Cardiac RTF inh	RTF Ca sens act	PvdQ inh	CDK5 inh	PfHsp90 yeast 2	Keap1 Nrf2 FP	NSD2 HMT inh
Cc1cc(NC(=O)CCC(=O)N(Cc2cccs2)C(C(=O)NC2CCCC2)c2ccccc2)no1 (configuration not stated)	7	38	12	0.6	5	-2	22	-0.4	8	1	0
Cc1cc(C)nc(N2CCCC(C(=O)NCc3ccc4c(c3)OCO4)C2)n1 (configuration not stated)	-3	1	-5	0.5	-3	8	-2	-6.6	0	-6	3

Screening results from PubChem BioAssay.
